tim23-1 inh: inhibits growth of tim23-1 mutant yeast; S. cerevisiae tim23-1 growth, BacTiter-Glo luminescence, 24 h; inhibition, % at 20 µM; 330,000 compounds, 1.3% hits; AID 463212;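 active = growth inhibition of the mutant yeast at or above 50%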;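 note: temperature-sensitive mutant grown at 25 °C; plate controls were DMSO-treated mutant yeast for no effect and medium wells lacking yeast for full effect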
NR3A LBD binder: modulates the human NR3A ligand-binding domain; NR3A LBD differential scanning fluorimetry, Tm shift; 0% = protein alone, 100% = glycine-bound protein; 340,000 compounds, 2.5% hits; Tm shift relative to glycine control, % at 25 µM;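 active = melting temperature shift of at least 10% of the positive control shift, at one fixed dose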
NLRP3 yeast inh: NALP3 inhibition in yeast; Yeast reconstituted NLRP3/ASC/caspase-1, beta-gal luminescence, 24 h; inhibition, % at 10 µM; 330,000 compounds, 0.39% hits; AID 2825;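 active = inhibition of 50% or more; inactive = inhibition below 50%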;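 note: plate controls were induced DMSO wells for no effect and uninduced yeast grown without galactose for full effect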
tim10-1 inh: tim10-1 yeast growth inhibition; S. cerevisiae tim10-1 ts strain growth, BacTiter-Glo, 24 h; inhibition, % at 20 µM; 330,000 compounds, 2.2% hits;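 active = inhibition of at least 40%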;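 note: mutant grown at 25 °C; 0% = DMSO wells with yeast and 100% = wells holding no yeast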
TIM10 inh: TIM10 yeast growth inhibition. S. cerevisiae TIM10 strain growth, BacTiter-Glo luminescence, 24 h. 330,000 compounds, 1.4% hits. inhibition, % at 10 µM. AID 463195;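 active = inhibition of 40% or more at the single tested concentration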;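 note: wild-type TIM10 isogenic control strain grown at permissive 25 °C; 0% = DMSO yeast wells and 100% = minimal medium wells without yeast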
APJ ag: agonists of human APJ apelin receptor. P35414. AID 2520. 330,000 compounds, 0.11% hits. activation, % at 20 µM. CHO-K1 APJ PathHunter beta-arrestin, luminescence; 0% DMSO wells, 100% apelin;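 active = activation more than six SD over the plate average, tested at 20 µM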;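 note: 0% = DMSO alone and 100% = apelin-13 at 10 nM; some results filed as inactive read as strong as hits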
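Assay system – PathHunter CHO-K1 APJ (AGTRL-1) beta-arrestin reporter cells · Compound – one dose, 20 µM compound, 1% DMSO · Timing – compound 90 min 25 °C, reagent 1 h · Measured by – luminescence from split beta-galactosidase complementation, Galacton Star/Emerald II substrate · Measure – beta-arrestin recruitment to APJ as agonist activity, luminescent signal · Benchmarks – DMSO vs Apelin-13 10 nM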
Mdm2-MdmX inh: disrupts the human Mdm2-MdmX interaction | O15151+Q00987 | SaOS-2 split-luciferase Mdm2/MdmX complementation, luminescence | inhibition, % at 8 µM | 330,000 compounds, 3% hits | AID 485346;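 active = inhibition of at least 50% at 8 µM in the primary screen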
Target sequence (O15151 whole entry, looked up): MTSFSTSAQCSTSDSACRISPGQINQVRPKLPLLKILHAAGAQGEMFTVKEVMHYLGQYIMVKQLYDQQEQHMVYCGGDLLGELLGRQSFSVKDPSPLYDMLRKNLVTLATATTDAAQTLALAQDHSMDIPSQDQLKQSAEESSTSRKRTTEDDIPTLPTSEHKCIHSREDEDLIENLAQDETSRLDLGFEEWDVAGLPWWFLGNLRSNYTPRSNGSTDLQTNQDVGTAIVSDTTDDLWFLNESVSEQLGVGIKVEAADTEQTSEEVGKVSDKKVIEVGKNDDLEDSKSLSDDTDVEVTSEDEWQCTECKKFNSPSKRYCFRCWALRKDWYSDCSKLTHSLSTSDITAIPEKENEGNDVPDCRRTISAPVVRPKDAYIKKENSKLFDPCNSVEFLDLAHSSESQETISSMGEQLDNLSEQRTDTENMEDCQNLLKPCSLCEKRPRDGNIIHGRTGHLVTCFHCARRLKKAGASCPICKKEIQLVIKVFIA
Target sequence (Q00987 whole entry, looked up): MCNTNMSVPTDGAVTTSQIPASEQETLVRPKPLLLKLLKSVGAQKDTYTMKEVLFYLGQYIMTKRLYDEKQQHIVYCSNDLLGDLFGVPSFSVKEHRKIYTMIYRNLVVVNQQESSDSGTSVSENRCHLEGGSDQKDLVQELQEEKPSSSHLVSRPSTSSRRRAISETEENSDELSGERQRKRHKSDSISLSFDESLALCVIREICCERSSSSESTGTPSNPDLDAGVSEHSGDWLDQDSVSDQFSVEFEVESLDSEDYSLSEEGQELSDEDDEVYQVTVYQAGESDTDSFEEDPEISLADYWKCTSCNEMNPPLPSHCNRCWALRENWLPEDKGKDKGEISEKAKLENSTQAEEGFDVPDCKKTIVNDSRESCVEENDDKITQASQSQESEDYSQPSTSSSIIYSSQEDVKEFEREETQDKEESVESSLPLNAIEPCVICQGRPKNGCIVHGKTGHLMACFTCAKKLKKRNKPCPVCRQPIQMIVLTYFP
CHOP UPR activ: activators of apoptotic arm of unfolded protein response (CHOP); CHO-CHOP luciferase reporter, UPR activation, luminescence; percent of tunicamycin response over DMSO baseline; activation, % at 10 µM; 330,000 compounds, 0.34% hits; AID 449763;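 active = at 10 µM dose, activation of 40% or more, normalized to positive control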;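 note: 100% = tunicamycin at 10 µg/mL and 0% = DMSO alone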
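Assay system: CHO cells with stable CHOP pathway luciferase reporter; Buffer or medium: F12 plus 10% serum; Times: 16-18 h cell attachment, then 6 h compound exposure, 37 °C; Signal: luciferase luminescence; Read-out basis: percent activation relative to tunicamycin control; Control set: tunicamycin high control, DMSO low control.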
XBP1 UPR activ: adaptive UPR (XBP1) activation. AID 463104. CHO-XBP1 luciferase reporter, IRE1-XBP1 UPR activation, luminescence; percent of tunicamycin response, DMSO as zero. 330,000 compounds, 0.33% hits. activation, % at 20 µM;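 active = versus positive control, 20 µM dose yields 30% or more activation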;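 note: 100% = tunicamycin at 10 µg/mL and 0% = DMSO only wells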
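Material: CHO cell line with stable XBP1 luciferase reporter; schedule: 16-18 h cell attachment at 37 °C, then 6 h compound exposure; signal: glow luminescence from Steady-Glo reagent; medium: serum-containing F12 medium, 10% FBS; benchmarks: tunicamycin 10 µg/mL and vehicle-only wells; read-out: percent activation relative to tunicamycin reference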
Active calls of the source: *; . = not tested or not shown.

Values in the order: tim23-1 inh	NR3A LBD binder	NLRP3 yeast inh	tim10-1 inh	TIM10 inh	APJ ag	Mdm2-MdmX inh	CHOP UPR activ	XBP1 UPR activ
- Cc1ccc(Cn2ncn(-c3ccccc3)c2=O)cc1
 : 6	0	15	-7	-2	-3	3	-0.9	3
- CN(C)C(=O)Cn1cnc2c(cnn2-c2ccc(F)cc2)c1=O
 : -3	1	14	1	10	-1	21	-0.9	-5
- CN(C)/C=N/c1nc(-c2ccc3c(c2)OCO3)cs1
 : 12	-2	20	6	10	-2	-63	6.0	2
- CC1CC(NC(=O)C2(C)CC2(Cl)Cl)CC(C)(C)C1 (stereo not drawn)
 : 31	-1	4	25	24	-6	-9	-1.7	-1
- O=S(=O)(Cc1cc(Cl)nc(-c2ccncc2)n1)c1ccccc1
 : 2	0	11	-21	-7	-5	29	1.0	-2
- O=C(Cn1nnc(-c2ccc(F)cc2)n1)Nc1cccc(S(=O)(=O)N2CCCC2)c1
 : 7	3	20	-10	3	-2	26	-1.2	-3
- CC(C)C(O)C1CCN(Cc2nc(-c3cccs3)no2)CC1 (stereo not drawn)
 : 10	0	9	17	5	-2	-16	4.6	-2
- O=C(O)CCC1(CCC(=O)O)c2ccccc2-c2ccccc21
 : 5	-1	20	-5	-7	-1	-5	-0.2	0
- CSc1ncccc1C(=O)OCC(=O)Nc1nc(C)c(Cl)cc1Cl
 : 16	0	12	11	11	-5	25	-1.7	-1
- O=C(Nc1ccc(N2CCN(C(=O)c3cccs3)CC2)c(Cl)c1)c1cccnc1
 : 34	-41	14	19	6	5	-10	1.8	-2
- CC(C1CC2CCC1C2)n1c(COc2ccccc2F)nnc1SCC(N)=O (stereo not drawn)
 : 12	0	14	20	10	-1	33	-2.7	-3
- Cc1ccnc(NS(=O)(=O)c2ccc(NC(=O)C3CCCNC3=O)cc2)n1 (stereo not drawn)
 : 9	0	-4	8	4	3	10	-0.3	1
- Cc1cccc(-c2noc(C(C)NC(=O)c3ccco3)n2)c1 (stereo not drawn)
 : -18	-4	1	-38	-42	-5	21	1.0	-1
- O=C(c1ccccc1)c1nnc(-c2ccncc2)o1
 : 3	0	7	8	-1	-2	-6	0.8	-5
- CCn1cc(C(=O)N[C@@H](C)C(=O)NCCO)c(=O)c2cc3c(cc21)OCO3
 : 4	1	17	8	-19	-5	-4	-1.3	-1
- Cc1ccc2c(c1)N(C(=O)CCC(=O)NCc1cccc(F)c1)CCO2
 : 13	3	11	14	5	-1	-10	1.1	-2
- CCOc1ccc(N(CC(=O)NCCSCc2ccc(C)cc2)S(C)(=O)=O)cc1
 : 11	1	3	7	6	-1	10	2.0	-6
- Cc1ccc(NC(=O)c2ccc(Br)o2)cc1S(=O)(=O)N(C)C
 : 3	0	6	28	21	-2	-16	4.2	-1
- c1ccc(CN(Cc2ccccc2)c2c3c(nc4ncnn24)CCC3)cc1
 : 10	-3	6	17	22	3	7	0.3	2
- C=CCSC1=C(C#N)C(c2cc(Br)c(O)c(OC)c2)CC(=O)N1 (stereo not drawn)
 : 14	-31	1	16	18	-7	10	0.6	0
- Cc1ccccc1OCc1nc2ccccc2[nH]1
 : 20	-2	41	5	21	-2	-69	4.8	0
- COc1cc(C(=O)OCC(=O)NC(=O)NCc2ccccc2)ccc1OC(F)F
 : 4	-1	7	5	-9	-3	-6	-1.5	-1
- CC(C)C(=O)Nc1ccc(C(=O)NNC(=S)NC(=O)c2cccs2)cc1
 : 29	-11	15	23	16	0	-2	2.7	-3
- CCCS(=O)(=O)NCc1cn2c(C)csc2n1
 : 8	-1	-13	2	2	0	12	4.5	2
- Cc1ccc(NC(=O)CN2CCCC2c2cccn2C)cc1C (stereo not drawn)
 : 8	-1	4	13	1	-5	20	0.1	-3
- COc1ccc(OCCSc2nc3nc(C)cc(C)n3n2)cc1
 : 4	0	20	2	-1	-3	25	3.0	4
- Cc1ccc(OCC(=O)Nc2c(C)nn(-c3ccccc3)c2C)c(Br)c1
 : 26	1	24	36	5	-8	23	-1.4	-4
- CC1(c2ccccc2)NC(=O)N(CC(=O)Nc2cc(Cl)ccc2N2CCOCC2)C1=O (stereo not drawn)
 : -9	1	3	-9	-9	-3	7	1.2	-1
- Cc1ccc(C)c(C(C)NC(=O)C2CC=CCC2C(=O)O)c1 (stereo not drawn)
 : 12	1	-4	12	8	-1	10	0.3	-1
- O=C1N[C@@H](Cc2cn(S(=O)(=O)c3ccc(F)cc3)c3ccccc23)C(=O)N[C@H]1Cc1ccccc1
 : 0	.	20	-3	7	-5	-1	1.7	-1

By substructure: the compounds so far with fluorine.
Values in the order: tim23-1 inh	NR3A LBD binder	NLRP3 yeast inh	tim10-1 inh	TIM10 inh	APJ ag	Mdm2-MdmX inh	CHOP UPR activ	XBP1 UPR activ
- CN(C)C(=O)Cn1cnc2c(cnn2-c2ccc(F)cc2)c1=O
 : -3	1	14	1	10	-1	21	-0.9	-5
- O=C(Cn1nnc(-c2ccc(F)cc2)n1)Nc1cccc(S(=O)(=O)N2CCCC2)c1
 : 7	3	20	-10	3	-2	26	-1.2	-3
- CC(C1CC2CCC1C2)n1c(COc2ccccc2F)nnc1SCC(N)=O (stereo not drawn)
 : 12	0	14	20	10	-1	33	-2.7	-3
- Cc1ccc2c(c1)N(C(=O)CCC(=O)NCc1cccc(F)c1)CCO2
 : 13	3	11	14	5	-1	-10	1.1	-2
- COc1cc(C(=O)OCC(=O)NC(=O)NCc2ccccc2)ccc1OC(F)F
 : 4	-1	7	5	-9	-3	-6	-1.5	-1
- O=C1N[C@@H](Cc2cn(S(=O)(=O)c3ccc(F)cc3)c3ccccc23)C(=O)N[C@H]1Cc1ccccc1
 : 0	.	20	-3	7	-5	-1	1.7	-1

New compounds follow:
Values in the order: tim23-1 inh	NR3A LBD binder	NLRP3 yeast inh	tim10-1 inh	TIM10 inh	APJ ag	Mdm2-MdmX inh	CHOP UPR activ	XBP1 UPR activ
- Cc1onc(-c2c(F)cccc2Cl)c1C(=O)OCN1C(=O)c2ccccc2C1=O
 : -5	2	6	-5	-24	2	7	-0.6	-6
- CCN(CC)CCCNc1ncnc2scc(-c3ccc(F)cc3)c12
 : -12	-3	35	-15	-7	-5	18	-0.1	4
- Cc1ccc(NC(=O)C2CC2c2ccccc2)c([N+](=O)[O-])c1 (stereo not drawn)
 : 25	1	12	14	-4	0	-60	2.5	1
- COC(=O)c1ccc(Cl)c(NC(=O)NC23CC4CC(CC(C4)C2)C3)c1
 : 24	-4	-2	25	26	4	38	-0.5	1
- O=C(COC(=O)CNC(=O)C1CCCCC1)NCc1ccc(Cl)cc1
 : 2	0	9	17	4	-3	-22	1.0	-2
- CCc1ccc(NC(=O)CSc2nnc(Cn3c(=O)sc4ccccc43)n2C)cc1
 : -1	1	6	-8	-1	-3	2	-3.3	0
- COc1ccc(S(=O)(=O)NCc2ccccc2Cl)cc1OC
 : 16	0	8	6	4	-2	-5	-3.1	5
- COc1cc(NC(=O)CNC(=O)Cn2c(C)cc3ccccc3c2=O)cc(OC)c1OC
 : 8	1	8	12	2	-3	10	0.1	-2
- O=C(CCc1ccccc1)NNC(=S)NCCc1ccccc1
 : 1	-26	17	1	2	-5	15	-0.3	-4
- CCc1ccc2[nH]c(=O)c(C(c3nnnn3Cc3ccccc3)N3CCOCC3)cc2c1 (stereo not drawn)
 : 13	0	8	30	-3	-1	-12	-1.6	0
- C[C@H](NS(=O)(=O)c1ccc(F)cc1)C(=O)OCC(=O)c1c(N)n(C)c(=O)n(C)c1=O
 : -5	1	1	-4	7	-1	-3	-1.3	0
- O=C(CN1CCN(Cc2ccccc2)CC1)Nc1ccccc1-c1ccccc1
 : 36	-1	16	23	16	-3	30	-1.5	-2
- [O-]/C(=C(\C(=S)Nc1ccc(SC(F)F)cc1)[n+]1cccc(CO)c1)c1ccc(Cl)s1
 : 37	2	3	28	13	-2	13	2.0	0
- CCOC(=O)C1=NOC2C3CC(C12)C1C(=O)N(CCc2ccc(OC)c(OC)c2)C(=O)C31 (stereo not drawn)
 : 15	0	10	-4	2	-2	21	-0.4	-1
- COC(=O)C1(Cc2ccc(O)c(CC3OC3(C)C)c2)OC(=O)C(O)=C1c1ccc(O)cc1 (stereo not drawn)
 : -6	0	-7	2	-6	-2	17	-2.3	1
- O=C1CN(C(=O)COC(=O)c2cnc(Cl)c(Cl)c2)c2ccccc2N1
 : 9	-1	8	-4	8	-2	-7	1.5	4
- COc1c(C)cc(C(=O)C2CCCN(C(=O)c3cc(C)on3)C2)cc1C (stereo not drawn)
 : 27	-1	16	25	-5	-6	34	-0.3	-4
- Cc1c(Cl)cccc1NC(=S)NCc1ccc(Cl)cc1
 : -11	-6	15	25	-10	2	7	-1.0	-4
- CC12COC3(C(=O)Nc4ccc5ccccc5c4)CC1CCC32C (stereo not drawn)
 : 23	5	20	17	8	-7	-76	3.5	4
- CN1CCN(c2nc(-c3ccncc3)nc3ccccc23)CC1
 : -4	1	9	11	-5	1	-2	-1.8	-1
- O=C(NC1CCCCCC1)C1CCN(C(=O)c2cccc(Cl)c2)CC1
 : 13	-1	1	19	3	-5	8	1.4	2
- CN1CCN(CCc2nc3cc(NC(=O)COc4ccccc4)ccc3n2C)CC1
 : -22	-1	-7	-4	15	0	20	0.3	1
- C(#CC1CCCCC1)c1ccc2c(c1)COc1c3ccccc3nn1-2
 : 6	-3	26	6	4	-2	-66	2.9	3
- CC(C)c1ccc(NC(=S)NN2C(C)CCCC2C)cc1 (stereo not drawn)
 : 41	0	-1	37	30	-3	24	2.1	-1
- CC(C)C(C)(C#N)NC(=O)CSc1nnc(C(F)(F)F)n1C (stereo not drawn)
 : -4	-2	6	-6	-6	1	10	0.9	-1
- Cc1cc2c(cc1S(=O)(=O)C(C)CC(=O)NCc1ccco1)OCC(=O)N2 (stereo not drawn)
 : 0	-1	4	0	-7	-3	1	1.3	-1

In a second layout: two of the compounds above.
C[C@H](NS(=O)(=O)c1ccc(F)cc1)C(=O)OCC(=O)c1c(N)n(C)c(=O)n(C)c1=O
  tim23-1 inh: -5
  NR3A LBD binder: 1
  NLRP3 yeast inh: 1
  tim10-1 inh: -4
  TIM10 inh: 7
  APJ ag: -1
  Mdm2-MdmX inh: -3
  CHOP UPR activ: -1.3
  XBP1 UPR activ: 0

O=C(CN1CCN(Cc2ccccc2)CC1)Nc1ccccc1-c1ccccc1
  tim23-1 inh: 36
  NR3A LBD binder: -1
  NLRP3 yeast inh: 16
  tim10-1 inh: 23
  TIM10 inh: 16
  APJ ag: -3
  Mdm2-MdmX inh: 30
  CHOP UPR activ: -1.5
  XBP1 UPR activ: -2

Assay outcomes deposited in PubChem BioAssay by Sanford-Burnham Center for Chemical Genomics.
